# Rpn11 block – blocks the human proteasome subunit Rpn11. calls only at 20 µM. human 26S proteasome, Ub4-pepOG fluorescence polarization; 20S core pre-blocked with epoxomicin. AID 588493. O00487. actives 0.59% (n = 360,000);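 active means inhibition at 20 µM, scaled to each plate's controls, above about 33%, limit read from the data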
# MLLE-PAM2 inh – blocks PAM2 peptide binding to the PABP1 MLLE domain | actives 0.36% (n = 360,000) | GST-MLLE / FITC-PAM2 fluorescence polarization | P11940 | inhibition, % at 20 µM | AID 588489; in the data active means inhibition above about 35%, passing the limit was not always enough;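 further: plate controls were DMSO wells with GST-MLLE for no effect and wells lacking GST-MLLE protein for full effect; some results filed as inactive read as strong as hits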
# CSN inh – CSN deneddylation inhibition; Q92905; Purified CSN, SCF-Nedd8-OG deneddylation, fluorescence polarization; inhibition, % at 12.5 µM; actives 0.38% (n = 360,000); AID 651999;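 active means pattern-corrected inhibition above about 35%, with an unprinted fluorescence ratio check between 0.5 and 1.5, limit read from the data, passing the limit was not always enough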;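 further: 0% = enzyme with substrate and 100% = substrate without enzyme; some results filed as inactive read as strong as hits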
#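 Assay system: purified human Csn5 enzyme expressed in HEK293T cells; Input: 0.24 nM Csn5 enzyme, final concentration; Reagent: 10 nM SCFSkp2-Nedd8OG; Compound dosing: 12.5 µM single point; Times: reaction 90 min, room temperature; Technique: fluorescence polarization readout.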
# Rin1 Abl inh – human Rin1-Abl interaction inhibition | TR-FRET Rin1/Abl binding, biochemical | P00519+Q13671 | actives 0.4% (n = 360,000) | inhibition, % at 7.35 µM; in the data active means inhibition above about 5%, passing the limit was not always enough
# NadD inh – blocks S. aureus nicotinate mononucleotide adenylyltransferase | purified NadD enzyme, colorimetric absorbance read-out | inhibition, % at 20 µM | actives 0.78% (n = 360,000); in the data active means inhibition above about 26%; further: some compounds past the cut are filed as inactive
# SKN-1 block – blocks SKN-1 activity in C. elegans. C. elegans VP596 Pgst-4::GFP/RFP ratio, acrylamide-induced, 24 h. actives 0.49% (n = 360,000). inhibition, % at 21.8 µM;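 active means interference check ratio from 0.5 to 1.5 plus GFP to RFP signal ratio inhibition reaching or exceeding a fixed threshold, cut at about 30% in these data, passing the limit was not always enough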; further: some compounds called inactive have numbers as strong as hits
# FAS-TE inh – inhibitors of human fatty acid synthase thioesterase domain. P49327. recombinant FAS-TE, OMFH fluorogenic substrate, fluorescence endpoint. inhibition, % at 15 µM. actives 0.67% (n = 360,000). AID 602261;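 active means compounds whose normalised, plate-corrected inhibition of enzyme fluorescence in the single-dose primary screen is 50% or more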;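 further: 0% = DMSO with enzyme and 100% = substrate without enzyme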
# Neddyl block – cullin neddylation inhibition | TR-FRET cullin neddylation, biochemical | calls only at 25 µM | actives 0.58% (n = 360,000) | AID 651699; in the data active means inhibition above about 36%
# MT1-MMP act inh – inhibitors of human MT1-MMP activation | HT1080 RFP-PRO-GFP cells, GFP/RFP ratio fluorescence, overnight; percent of plate control window, DMSO zero | GFP/RFP ratio change, % at 20 µM | actives 0.061% (n = 360,000) | AID 651647;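 active means GFP/RFP ratio change of at least 30% with cell ATP level not reduced by more than half and red fluorescence within 50% of control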; further: strong numbers were not always called active
#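 Assay system: RFP-PRO-GFP reporter HT1080 cells; read-out basis: GFP/RFP fluorescence ratio; benchmarks: DMSO wells and RFP-L50D-GFP cells; doses: 20 µM single dose, 1% DMSO; schedule: overnight cell settling, then overnight compound exposure, 37 °C, 5% CO2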
# The depositor's hits bear a star; i = inactive; x = not tested or not shown; + = active, no number; & = joins results of further samples.
SMILES,Rpn11 block,MLLE-PAM2 inh,CSN inh,Rin1 Abl inh,NadD inh,SKN-1 block,FAS-TE inh,Neddyl block,MT1-MMP act inh
O=C(NCc1ccccc1Cl)C(=O)NCC1CCCN1S(=O)(=O)c1cccs1 (centres undefined),i,-7,3,0,-5,0,3,i,0
CC(C)(C)OC(=O)N1CCC2(CC1)C(C#N)=C(N)OC1=C2C(=O)CCC1,i,-7,-10,0,-1,-2,2,i,-6
CN(C)NC(=S)NC1CC2CCC1C2 (centres undefined),i,-36,2,-1,3,-6,-8,i,4
CCc1cn(C2CC(O)C(CO)O2)c(=O)[nH]c1=O (centres undefined),i,-4,-1,5,-2,14,-7,i,1
NC(=O)C1(N2CCCCC2)CCN(C(=O)c2ccc(-n3cnnn3)cc2)CC1,i,-1,2,1,2,-10,-1,i,1
Cc1ccc(OCC(=O)NCCCNC(=O)c2cccnc2)cc1C,i,3,1,1,-4,-14,-4,i,-1
COc1ccccc1NC(=O)C1=C(C)NC(=O)NC1c1cccc(OC)c1OC (centres undefined),i,6,-3,2,0,-30,-4,i,-1
NC(=O)c1ccccc1OCCOc1ccc(Br)cc1,i,2,1,1,-7,14,5,i,1
CCOc1ccc2nc(N/C(N)=N/C(=S)Nc3cccc(OC)c3)nc(C)c2c1,i,34,3,5,8,1,42,i,-1
Cc1cc(C)nc(N2CCCC(C(=O)NCc3ccccc3F)C2)n1 (centres undefined),i,0,2,4,2,2,-7,i,-2
CN(C)CCC=C1c2ccccc2CCc2ccccc21,i,18,0,-2,-3,5,1,i,-6
COc1ccc(NC2SC(=O)N(CC(=O)O)C2=O)cc1 (centres undefined),i,15,-1,4,-2,3,-8,i,-3
CC(C)(C)OC(=O)C[C@H]1C/C=C\C[C@@H](CC(=O)N[C@@H](CO)Cc2ccccc2)C(=O)NC[C@@H](c2ccccc2)OC1=O,i,20,-2,-1,-5,27,-32,i,-10
CS(=O)(=O)c1ccc(-n2c(=O)n(Cc3ccccc3)c(=O)c3[nH]cnc32)cc1,i,-8,4,0,2,11,0,i,4
O=C(Nc1ccc(Cl)cc1)/C(=C/c1cccc(O)c1)c1nc2ccccc2s1,+,-35,-2,-4,17,5,10,i,-46
Cc1noc(C)c1COc1ccccc1C(=O)N(C)Cc1ccc(F)cc1,i,0,-9,-2,-1,2,-2,i,-2
O=C(O)CCN1CCOCC1,i,9,2,-8,-4,5,-6,i,1
CCCn1c(=O)c(C(=O)Nc2ncccc2O)c(O)c2ccccc21,i,9,1,0,3,4,-3,i,3
CC(NC(=O)c1cccnc1)C(=O)O (centres undefined),i,6,-1,1,-3,5,-10,i,-2
Cc1ccc(NC(=O)CNCc2ccccc2Cl)cc1S(=O)(=O)N(C)C,i,5,8,-2,-4,27,6,i,2
CCC(C)Sc1cccc(-c2nc3ccc(C)cn3c2NC2CCCCC2)c1 (centres undefined),i,-21,0&2,0,8&9,-11&-1,27&27,x,-5&6
COc1ccccc1NC(=O)C1CCCN(S(=O)(=O)c2cnc[nH]2)C1 (centres undefined),i,-2,2,0,1,0,-2,i,-4
Cc1ccc(C(=O)COC(=O)CCc2nc3ccccc3[nH]c2=O)cc1C,i,2,0,-6,-3,-25,-5,i,8
O=C(CCC(=O)N1CCCCC1)Nc1ccc(Cl)c(Cl)c1,i,11,0,1,-8,4,9,i,1
CCOC(=O)CN(C(=O)c1snc(C(N)=O)c1N)C(C(=O)NC1CCCCC1)c1ccc(F)cc1 (centres undefined),i,6,-1,3,0,-1,0,i,1
COCCN(C(=O)CSc1nnc(-c2ccccc2C)n1C)c1c(N)n(Cc2ccccc2)c(=O)[nH]c1=O,i,27,-1,0,-4,3,-4,i,-3
COc1ccc(/C=N/NC(=O)CCN2CCCCC2c2cccnc2)cc1Cn1cc([N+](=O)[O-])cn1 (centres undefined),i,5,-4,0,-3,-6,15,i,1
CCOc1ccc2nc(N3CCCC(C(=O)NCCCN4CCCCC4)C3)sc2c1 (centres undefined),i,-3,1,0,-7,3,-4,i,2
CC(C)N=C1NN=C(c2ccc(F)cc2)CS1,i,22,-3,1,2,8,-1,i,-2
O=C(CNC(=O)c1ccco1)OCC(=O)c1ccc(Br)cc1,i,12,-2,3,-7,-10,-5,i,1
COc1ccc(C(=O)C(C)OC(=O)c2sc(C)nc2C)cc1 (centres undefined),i,5,-4,2,0,2,-3,i,1
Cc1ccc(NC(=O)CSc2nc3ccc(Nc4nc(N5CCOCC5)nc(N5CCOCC5)n4)cc3s2)cc1,i,-8,8,-1,30*,5,6,i,-7
COc1ccc(/C=C/C(=O)Nc2ccc(-n3nncc3-c3ccccc3)cc2)cc1OC,i,1,2,-3,6,11,20,x,-3
O=C(Nc1nnc(CCc2ccccc2)s1)C1CCCO1 (centres undefined),i,-8,1,-2,4,11,-7,i,10
Cc1ccc(S(=O)(=O)CC(=O)c2cc(C)c(O)c(C)c2)cc1,i,6,3,2,7,-1,-2,i,-1
O=C(Cc1ccc2ccccc2c1)NC(Cc1ccccc1)C(=O)O (centres undefined),i,8,-4,-3,-4,1,-5,i,6
N#CC1(c2ccccc2)CCCN1C(=O)c1ccc(Br)o1 (centres undefined),i,-3,2,4,-3,7,-6,i,-6
O=C(Nc1nc2ccccc2[nH]1)C1CC1,i,9,6,-1,-1,-7,-2,i,-1
CCCC(=O)Nc1c(-c2ccccc2)[nH][nH]c1=O,i,0,4,-2,-1,10,-7,i,4
CCSc1nnc(NC(=O)C2Cc3ccccc3CN2S(=O)(=O)CC)s1 (centres undefined),i,-16,5,-3,8,-4,-4,i,-1
CC(C)c1ccc(N2C=Nc3ccc(C(C)C)cc3C2)cc1,i,-4,-1,-1,-1,11,37,i,0
CNC(=O)NC(=O)COc1c(F)c(F)cc(F)c1F,i,-4,0,2,-7,1,-6,i,3
COCCNC(=O)C(c1ccc(OC)cc1)N(Cc1ccco1)C(=O)CCC(=O)Nc1ccccn1 (centres undefined),i,11,-2,3,-1,7,0,i,-2
Cc1noc(C)c1CSCC(=O)Nc1ccc(OC(F)F)c(Cl)c1,i,-7,-1,1,-6,11,8,i,1
COc1ccccc1CC(=O)Nc1sc2c(c1C(N)=O)CCCC2,i,13,6,0,-1,-5,2,i,4
COC(=O)c1cn(CCOc2ccccc2OC)c2ccccc12,i,-11,-2,-3,-4,35,17,i,0
CN(CC(=O)Nc1ccccc1Cl)C(=O)c1ccc(N2CCCCCC2)c([N+](=O)[O-])c1,i,-28,-6,-6,1,14,14,i,9
CC(C)(C)C(=O)NC(=S)Nc1ccccc1C(=O)NC1CCCCC1,i,-46,-2,-1,-2,-3,-2,i,-2
COc1ccc(Cl)cc1CSc1n[nH]c(C)n1,i,-14,-3,0,-1,8,-7,i,3
OCCSc1nc(-c2ccccc2)nc2ccc(F)cc12,i,4,-4,-23,0,5,2,i,2
CC1(Cc2cc(Cl)ccc2C(F)(F)F)C(=O)Nc2ccc(S(=O)(=O)NC3CCCCC3)cc21 (centres undefined),i,2,-7,2,-6,30,31,i,-10
O=C(NCC1CC1)c1ccc2c3n(nc2c1)-c1ccccc1CO3,i,-6,-2,-1,-4,-12,-1,i,6
COc1ccccc1C(=O)NC(=O)Nc1c(C)cc(C)cc1C,i,2,2,-4,-6,7,8,i,-3
COc1ccccc1NC(=O)COc1ccc(/C=N/NC(=O)CSCc2ccc(Cl)cc2)cc1,i,-1,-4,1,-1,20,17,i,-1
CCOC(=O)/C(=N\Nc1cccc(C(F)(F)F)c1)N1CCOCC1,i,8,-5,2,-1,8,10,i,0
CCOc1ccc(S(=O)(=O)Nc2cccc(C(=O)N3CC(C)OC(C)C3)c2)cc1 (centres undefined),i,-13,6,1,3,4,-2,i,2
Cc1cc(/C=C2/SC(=O)N(CC(=O)N3CCCC3)C2=O)ccc1N1CCOCC1,+,-56,16,-5,-3,1,-4,i,-12
COc1ccc(C(CNC(=O)CNC(=O)c2ccc(F)cc2)N2CCCC2)cc1 (centres undefined),i,-8,1,1,-1,7,-3,i,-3
Oc1ccc(-n2nnnc2SCc2c(F)cccc2Cl)cc1,i,4,-4,5,-11,-19,-6,i,-1
N#CCCn1cc(/C=N/O)c(-c2cccc([N+](=O)[O-])c2)n1,i,-8,1,-2,-3,9,0,i,-1

# Exported as labelled records: entries from further up.
> O=C(NCC1CC1)c1ccc2c3n(nc2c1)-c1ccccc1CO3
  Rpn11 block = i
  MLLE-PAM2 inh = -6
  CSN inh = -2
  Rin1 Abl inh = -1
  NadD inh = -4
  SKN-1 block = -12
  FAS-TE inh = -1
  Neddyl block = i
  MT1-MMP act inh = 6

> CC1(Cc2cc(Cl)ccc2C(F)(F)F)C(=O)Nc2ccc(S(=O)(=O)NC3CCCCC3)cc21 (centres undefined)
  Rpn11 block = i
  MLLE-PAM2 inh = 2
  CSN inh = -7
  Rin1 Abl inh = 2
  NadD inh = -6
  SKN-1 block = 30
  FAS-TE inh = 31
  Neddyl block = i
  MT1-MMP act inh = -10

> N#CCCn1cc(/C=N/O)c(-c2cccc([N+](=O)[O-])c2)n1
  Rpn11 block = i
  MLLE-PAM2 inh = -8
  CSN inh = 1
  Rin1 Abl inh = -2
  NadD inh = -3
  SKN-1 block = 9
  FAS-TE inh = 0
  Neddyl block = i
  MT1-MMP act inh = -1

> Cc1cc(/C=C2/SC(=O)N(CC(=O)N3CCCC3)C2=O)ccc1N1CCOCC1
  Rpn11 block = +
  MLLE-PAM2 inh = -56
  CSN inh = 16
  Rin1 Abl inh = -5
  NadD inh = -3
  SKN-1 block = 1
  FAS-TE inh = -4
  Neddyl block = i
  MT1-MMP act inh = -12

# Further results
SMILES,Rpn11 block,MLLE-PAM2 inh,CSN inh,Rin1 Abl inh,NadD inh,SKN-1 block,FAS-TE inh,Neddyl block,MT1-MMP act inh
CCn1c2ccccc2c2cc(NC(=O)CSc3nnc(C4CC4)n3Cc3ccco3)ccc21,i,-13,11,-1,32*,34,5,i,-31
COc1ccccc1NS(=O)(=O)c1cc2c3c(c1)CCN3C(=O)CC2,i,5,1,4,-1,-10,-25,i,2
COC(=O)[C@H](Cc1ccccc1)NC(=O)/C=C/[C@H]1O[C@@H](n2ccc(=O)[nH]c2=O)[C@H](O)[C@@H]1O,i,11,-2,-1,-1,2,-4,i,2
CCN1CCN(CC(=O)Nc2ccc(C)cc2C)C(=O)C1=O,i,2,-2,2,-6,-2,-5,i,-1
O=C(COC(=O)c1ccccc1NC(=O)c1ccco1)Nc1ccc2c(c1)OCO2,i,-9,-5,4,10,19,16,i,-1
CC(=O)N(C)c1ccc(NS(=O)(=O)c2cccc3nsnc23)cc1,i,10,-2,-6,1,9,-1,i,0
O=[N+]([O-])/C(C(=C(Cl)Cl)N1CCOCC1)=C1\NCCO1,i,3,-7,-3,5,0,-4,i,-9
O=S(=O)(Cc1ccc(Cl)cc1)CC(O)COCc1ccccc1 (centres undefined),i,8,2,1,-4,0,-1,i,4
CCOc1ccc(OCC(=O)OCC(=O)N2CCN(C(=O)c3ccco3)CC2)cc1,i,-17,-2,5,-3,-4,-6,i,3
CCNC(=O)C1(C)CCCN(CC(=O)c2ccccc2OC)C1 (centres undefined),i,18,7,-1,1,1,-1,i,-2
COc1cccc(CN2C(=O)NC3(CCCCCC3)C2=O)c1,i,-11,4,-1,-6,12,-5,i,4
COc1ccc(C(=O)N2CCCC(C(=O)c3ccccc3OC)C2)cc1OC (centres undefined),i,1,5,-1,-7,0,-4,i,4
Cc1occc1C(=O)NC1CCCCCC1,i,-4,3,-5,2,4,1,i,0
Cc1cc(C(=O)N/N=C/c2cccnc2)n[nH]1,i,9,0,-6,-2,6,-2,i,0
Cc1ccc(S(=O)(=O)N2CCCC2)cc1C(=O)NCCN1CCOCC1,i,-10,-2,0,1,9,-5,i,-8
